From PubChem
PolyA inh: polyadenylation inhibitors in yeast reporter cells, primary screen, luminescence, S. cerevisiae. hit rate 0.02% among 300,000. S. cerevisiae SKY197-pL101 polyadenylation reporter, beta-gal luminescence; efflux-impaired pdr1/pdr3 knockout yeast; score 100 = 6 SD above DMSO. calls only at 12 µM;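 active = lowest replicate activity score at least 50, where 100 means six control SD above control mean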;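 also: yeast exposed to compound for 9 h at 30 °C; higher score means more reporter readthrough which indicates perturbed polyadenylation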
Dyrk1A ADPGlo: rat Dyrk1A kinase inhibitors, primary screen, biochemical, single point, plate reader; hit rate 0.43% among 310,000; ADP-Glo luminescence, NFATc1 peptide; inhibition, % at 12.5 µM; in the data active = inhibition above about 50%;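 also: plate controls were vehicle with enzyme for no effect and no enzyme for full effect; many of its hits are not listed in these tables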
TRPC4 agonist: activators of mouse TRPC4 channel, primary screen, Fluo4 calcium, HEK293 TRPC4beta/mu-opioid cells | Fluo4 calcium fluorescence; active compounds read high | B-score at 10 µM | hit rate 0.49% among 310,000;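 active = B-score above 5 SD of library B-scores, and initial fluorescence ratio not above library mean plus 5 SD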;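 also: positive B-score marks a calcium rise read as TRPC4 activation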
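Assay system: HEK293 stable line with TRPC4beta plus mu-opioid receptor; schedule: 45 min room-temperature Fluo4 loading, 110 s read; technique: kinetic Fluo4 calcium fluorescence; evaluation: integrated baseline-normalised fluorescence ratio, converted to per-well B score; controls: buffer (low) and maximal DAMGO (high)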
TRPC4 potent: positive allosteric modulators of TRPC4, primary screen, cell-based, mouse TRPC4beta, HEK293 mu-opioid, Fluo-4 calcium; DAMGO EC20, Fluo-4 Ca2+ flux; active compounds read high; B-score at 10 µM; hit rate 0.42% among 310,000; AID 2227, 2009;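 active = B-score of calcium response area above 5 SD of library B-scores, with initial fluorescence ratio within 5 SD of library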;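 also: B-score of integrated fluorescence ratio over time as area under calcium response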
Platelet DG rel: inhibitors of platelet dense granule secretion, primary screen, cell-based, MLPCN, human platelets | human platelet-rich plasma, SFLLRN dense granule ATP release, luminescence | inhibition, %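 (compounds screened at 7.5 µM in platelet-rich plasma)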 | hit rate 0.22% among 300,000;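 active = mean replicate score, as percent of positive control, at or above 50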
KCNK9 inh: KCNK9 potassium channel inhibitors, primary screen, HEK293 cells, thallium flux; B-score at 10 µM; AID 488922, 2010; hit rate 1.2% among 310,000; FluxOR thallium flux fluorescence; active compounds read low; Potassium channel subfamily K member 9 (Homo sapiens), Q9NPC2;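 active = ratio B-score over 3 SD below the library mean, with starting fluorescence within 5 SD of its mean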;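 also: negative B-score means less thallium flux so channel inhibition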
KCNQ1 inh: inhibitors of human KCNQ1 channel, primary screen, cell-based, thallium flux, high-throughput | Potassium voltage-gated channel subfamily KQT member 1 (Homo sapiens), P51787 | CHO-K1 KCNQ1, FluxOR thallium flux fluorescence; active compounds read high | B-score at 10 µM | hit rate 1.3% among 310,000 | AID 2642, 2010;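 active = compounds whose thallium flux B-score, printed positive for inhibition, exceeds three library SD while starting fluorescence stays within three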;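 also: channel opened by potassium depolarization with thallium stimulus after 20 min compound exposure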
Target sequence (P51787 whole entry, looked up): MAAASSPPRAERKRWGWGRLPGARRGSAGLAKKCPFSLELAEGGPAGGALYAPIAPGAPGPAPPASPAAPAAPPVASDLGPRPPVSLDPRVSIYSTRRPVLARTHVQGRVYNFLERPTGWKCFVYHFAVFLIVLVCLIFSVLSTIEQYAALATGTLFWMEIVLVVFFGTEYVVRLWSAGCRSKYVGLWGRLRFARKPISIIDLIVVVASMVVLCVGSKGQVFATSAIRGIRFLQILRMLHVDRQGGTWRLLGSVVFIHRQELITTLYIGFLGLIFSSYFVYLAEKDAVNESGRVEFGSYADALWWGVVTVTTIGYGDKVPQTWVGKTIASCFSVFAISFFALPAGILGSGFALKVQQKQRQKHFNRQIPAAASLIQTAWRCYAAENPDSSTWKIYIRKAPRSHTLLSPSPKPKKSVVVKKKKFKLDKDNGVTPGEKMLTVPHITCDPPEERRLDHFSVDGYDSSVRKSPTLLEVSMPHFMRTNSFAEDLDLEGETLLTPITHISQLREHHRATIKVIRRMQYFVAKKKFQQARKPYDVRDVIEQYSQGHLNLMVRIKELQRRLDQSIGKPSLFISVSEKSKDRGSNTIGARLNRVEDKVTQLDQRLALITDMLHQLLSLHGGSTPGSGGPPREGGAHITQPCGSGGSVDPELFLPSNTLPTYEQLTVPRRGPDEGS
hERG rescue: hERG rescue from dofetilide block, primary screen, cell-based, CHO-hERG, FluxOR thallium flux, dofetilide IC70. dofetilide IC70 present. activation (rescue from dofetilide block), less the hit threshold, % at 10 µM. hit rate 0.51% among 310,000;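 active = activation above the mean of controls blocked by dofetilide plus 5 SD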;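 also: thallium influx through hERG after potassium depolarization seen as dye fluorescence rise; in these data hits start at about 4.7%; inactives centre near -7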
KCNK3 inh: human KCNK3 channel inhibitors, primary screen, CHO cells, FluxOR thallium flux, B-score; Potassium channel subfamily K member 3 (Homo sapiens), O14649; FluxOR fluorescence; active compounds read low; B-score at 10 µM; hit rate 0.84% among 340,000; AID 602410, 2012;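 active = B-score under library mean minus 4 SD, starting fluorescence ratio at most library mean plus 5 SD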;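 also: more negative B-score means stronger inhibition of thallium flux through KCNK3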
Target sequence (O14649 whole entry, looked up): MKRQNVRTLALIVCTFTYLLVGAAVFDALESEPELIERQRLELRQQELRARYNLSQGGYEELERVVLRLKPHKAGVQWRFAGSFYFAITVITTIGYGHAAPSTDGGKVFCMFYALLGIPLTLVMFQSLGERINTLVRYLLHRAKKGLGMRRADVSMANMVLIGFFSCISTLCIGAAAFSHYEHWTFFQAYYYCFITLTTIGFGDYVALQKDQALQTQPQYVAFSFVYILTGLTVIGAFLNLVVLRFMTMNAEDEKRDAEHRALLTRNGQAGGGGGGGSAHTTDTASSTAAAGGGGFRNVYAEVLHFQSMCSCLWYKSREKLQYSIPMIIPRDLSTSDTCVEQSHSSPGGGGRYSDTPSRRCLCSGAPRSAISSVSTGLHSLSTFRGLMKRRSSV
TRPC4 inh: inhibitors of mouse TRPC4 channel, primary screen, Fluo4 calcium, HEK293 TRPC4beta/mu-opioid cells; Short transient receptor potential channel 4 (Mus musculus), Q9QUQ5; DAMGO-evoked Fluo4 calcium flux; active compounds read low; B-score at 10 µM; hit rate 0.39% among 300,000;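 active = B-score over 3 SD under the library average, no early fluorescence shift, positive overall ratio signal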
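material = TRPC4beta/mu-opioid receptor HEK293 cell line | probe or stimulus = sequential submaximal and maximal DAMGO stimulation | compound dosing = one concentration per compound | measured by = Fluo4 Ca2+ flux fluorescence | evaluation = integrated fluorescence ratio relative to baseline, converted to per-well B score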
KCNQ1 pot: potentiators or activators of KCNQ1 channel, primary screen, cell-based, thallium flux, high-throughput; CHO-K1 KCNQ1, thallium flux FluxOR fluorescence; active compounds read high; Potassium voltage-gated channel subfamily KQT member 1 (Homo sapiens), P51787; hit rate 0.35% among 310,000; B-score at 10 µM; AID 2648, 2010;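 active = fluorescence ratio B-score, a plate-corrected score, at least three library SD, with initial intensity B-score within 5 SD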
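Schedule – 37 °C overnight plating, 90-min dark dye load, 20-min compound pretreatment · System – stable KCNQ1 CHO-K1 line · Probe or stimulus – thallium- and potassium-containing depolarizing buffer · Measured by – kinetic FluxOR fluorescence, 10 s baseline plus 110 s post-stimulus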
An asterisk follows results filed as active; i = inactive; nt = no result given.

Fields: KCNK3 inh	KCNK9 inh	Dyrk1A ADPGlo	KCNQ1 inh	hERG rescue	Platelet DG rel	PolyA inh	TRPC4 agonist	KCNQ1 pot	TRPC4 inh	TRPC4 potent
O=C(O)c1ccccc1NC(=O)c1ccccc1-c1ccccc1C(=O)O
→ i	i	nt	i	-3	0	i	i	i	i	i
CCC(Sc1nc(C)cc(=O)[nH]1)C(=O)Nc1nc2c(s1)CCCC2 (configuration not stated)
→ i	i	23	i	-17	1	i	i	i	i	i
COc1cc(OC)cc(C(=O)N[C@H](C(=O)NCc2ccc(F)cc2)C(C)C)c1
→ i	i	0	i	-12	1	i	i	i	i	i
COc1ccc(CCNc2nc(-c3ccc(F)cc3)c(CC(=O)O)s2)cc1OC
→ i	i	-2	i	-4	-8	i	i	i	i	i
CSc1nnc(C(C)c2ncc(C(F)(F)F)cc2Cl)n1C (configuration not stated)
→ i	i	-2	i	-6	-2	i	i	i	i	i
CCOC(=O)C1(Cc2ccc(OC)cc2)CCN(S(C)(=O)=O)CC1
→ i	i	1	i	-4	1	i	i	i	i	i
Cc1ccc(-c2nnc(SCC(=O)N/N=C/c3cccs3)n2-c2ccc(C)cc2)cc1
→ i	i	-4	i	-4	-17	i	i	i	i	i
Cc1cc(OC(=O)c2ccc(F)cc2)c([N+](=O)[O-])c(=O)[nH]1
→ i	i	-4	i	-4	11	i	i	i	i	i
CC(=O)Nc1sc2c(c1C#N)CCCC2
→ i	i	15	i	-11	-2	i	i	i	i	i
Cc1cc(NC(=O)CSc2nc(-c3ccccc3)nc3c2c(=O)n(C)c(=O)n3C)no1
→ i	i	0	i	-5	-11	i	i	i	i	i
O=C(O)c1[nH]c2ccccc2c1NS(=O)(=O)Cc1ccccc1
→ i	i	2	i	-11	-5	i	i	i	i	i
COCCCN(C(=O)Nc1ccccc1)C(C)c1ccncc1 (configuration not stated)
→ i	i	1	i	-1	-3	i	i	i	i	i
COC(=O)c1ccc(OC(=O)c2cccnc2SC)cc1
→ i	i	-2	i	-1	-21	i	i	i	i	i
Fc1ccc(C(c2nnnn2Cc2ccco2)N2CCN(C3CCCCC3)CC2)cc1 (configuration not stated)
→ i	i	-3	i	-2	nt	i	196*	i	i	i
O=C(NC1CCCCC1)C(c1ccccn1)N(C(=O)Cc1cccs1)c1ccc(Cl)cc1 (configuration not stated)
→ i	i	1	i	-14	-4	i	i	i	i	i

(more compounds)
Fields: KCNK3 inh	KCNK9 inh	Dyrk1A ADPGlo	KCNQ1 inh	hERG rescue	Platelet DG rel	PolyA inh	TRPC4 agonist	KCNQ1 pot	TRPC4 inh	TRPC4 potent
COc1nc(-c2ccc(Cl)cc2)nnc1C
→ i	i	-4	i	-1	0	i	i	i	i	i
C=CCn1c(C(C)NC(=O)COC)nc2ccccc21 (configuration not stated)
→ i	i	5	i	-9	-1	i	i	i	i	i
O=C(NCCC1CCCCN1S(=O)(=O)c1ccccc1)C(=O)NCCN1CCOCC1 (configuration not stated)
→ i	i	0	i	-8	-7	i	i	i	i	i
Cc1c(Cl)cccc1N=C1SCCN1C(=O)CN1C(=O)NC2(CCCC2)C1=O
→ i	i	7	i	-12	2	i	i	i	i	i
COc1ccc(C(=O)N2CCCC2(C#N)c2ccccc2)cc1[N+](=O)[O-] (configuration not stated)
→ i	i	2	i	-7	12	i	i	i	i	i
COc1ccc(-c2ccc(C(=O)O)c(=O)[nH]2)cc1
→ i	i	3	i	-2	7	i	i	i	i	i
Cn1cnnc1SCC(=O)Nc1nc(-c2ccccc2)cs1
→ i	i	-4	i	-3	4	nt	i	i	i	i
Cc1cccn2cc(CCNS(=O)(=O)c3ccc([N+](=O)[O-])cc3)nc12
→ i	i	3	i	-5	36	i	i	i	i	i
Cc1nc(N2CCN(c3ccccc3F)CC2)[nH]c(=O)c1C
→ i	i	nt	i	2	7	i	i	i	i	i
CC1CCCCN1C(=O)CNCc1ccc(F)cc1 (configuration not stated)
→ i	i	-5	i	-4	29	i	i	i	i	i
CCC1CCCCN1C(=O)c1cc(COc2ccc(-n3cncn3)cc2)on1 (configuration not stated)
→ i	i	1	i	-7	10	i	i	i	i	i
CCOc1cc(/C=N/NC(=O)C(O)(c2ccccc2)c2ccccc2)ccc1OC(=O)c1ccco1
→ -8.8*	i	4	i	-14	8	i	i	i	i	i
Cc1ccccc1Cc1c(C)nc2c(C(=O)NCc3ccc4c(c3)OCO4)cnn2c1C
→ i	i	-5	i	-5	-15	i	i	i	i	i
CCOCCCNC(=O)CN1C(=O)COc2ccc(S(=O)(=O)N3CCC(C)CC3)cc21
→ i	i	-3	i	-8	12	i	i	i	i	i
COc1ccc(N2CCN(C(=O)c3ccc(-c4ccccc4)cc3)CC2)cc1
→ i	i	4	i	4	-1	i	i	i	i	i

Next section:
Fields: KCNK3 inh	KCNK9 inh	Dyrk1A ADPGlo	KCNQ1 inh	hERG rescue	Platelet DG rel	PolyA inh	TRPC4 agonist	KCNQ1 pot	TRPC4 inh	TRPC4 potent
CNC(=O)c1cccc(NC(=O)CCCNC(=O)c2ccc(Cl)cc2)c1
→ i	i	-1	i	-9	2	i	i	i	i	i
O=C1NC(=O)C2C1C(c1ccc([N+](=O)[O-])cc1)=NN2Cc1ccccc1 (configuration not stated)
→ i	i	-1	i	-14	0	i	i	i	i	i
COc1ccccc1NC(=O)CC(c1ccc(OC(C)C)cc1)c1ccccc1OC (configuration not stated)
→ i	i	-8	i	-7	11	i	i	i	i	i
CCN(CC)S(=O)(=O)c1cc(NC(=O)CSc2nc3c(cc2C#N)C(=O)CC(C)(C)C3)ccc1C
→ i	i	7	i	-1	-40	i	i	i	i	i
O=S(=O)(c1ccccc1)N1CCN(C(=S)Nc2ccc(F)cc2)CC1
→ i	i	-3	i	0	2	i	i	i	i	i
CS(=O)(=O)c1ccc(CNC(=O)C2(C(F)(F)F)CC(CCCO)CCCO2)cc1 (configuration not stated)
→ nt	i	nt	i	-12	0	i	i	i	i	i
Brc1cccc(-c2nnc3sc(CN4CCCCC4)cn23)c1
→ i	i	6	i	-2	6	i	i	i	i	i
O=C(CSc1nnc(-c2ccccc2)c(-c2ccccc2)n1)NCc1ccco1
→ i	i	0	i	-7	-4	i	i	i	i	i
Cn1cc(S(=O)(=O)N2CCCC2)cc1C(=O)N1CCN(c2cccc(Cl)c2)CC1
→ i	i	-3	i	-14	59*	i	i	i	i	i
CCCCC(C(=O)NCCC(C)C)N(CCCN1CCOCC1)C(=O)c1snc(C(N)=O)c1N (configuration not stated)
→ i	i	-2	i	-8	1	i	i	i	i	i
CCn1ccnc1CN(C)Cc1cn(-c2cc(C)ccc2C)nc1-c1ccccc1
→ i	i	-2	i	-18	2	i	i	i	i	i
O=C(Nc1nnc(-c2ccc(F)cc2)s1)c1ccco1
→ i	i	-9	i	-5	-1	i	i	i	i	i
Cc1nn(-c2ccccc2)c(C)c1/C=N/Nc1nc2ccccc2[nH]1
→ i	i	4	i	-22	40	i	i	i	i	i
NC(=O)c1ccccc1OCC(=O)NS(=O)(=O)c1ccccc1
→ i	i	nt	i	-3	12	i	i	i	i	i
CN(CP(=O)(O)CCc1ccccc1)S(C)(=O)=O
→ i	i	-5	i	-5	5	i	i	i	i	i

(continued)
Fields: KCNK3 inh	KCNK9 inh	Dyrk1A ADPGlo	KCNQ1 inh	hERG rescue	Platelet DG rel	PolyA inh	TRPC4 agonist	KCNQ1 pot	TRPC4 inh	TRPC4 potent
O=C(Nc1ccccc1)ON=C1CCCC1
→ i	i	1	i	-10	-2	i	i	i	i	i
Cc1ccc(F)cc1NC(=O)C12CC3CC(C1)CC(n1cnc([N+](=O)[O-])n1)(C3)C2
→ i	i	-6	i	-6	4	i	i	i	i	i
Cc1ccc(C(=O)NCC2CCCO2)cc1S(=O)(=O)N1CCCCC1 (configuration not stated)
→ i	i	-4	i	-10	1	i	i	i	i	i
CCC1(c2ccc(F)cc2)NC(=O)N(CC(=O)N2CCN(S(=O)(=O)c3ccc(Cl)cc3)CC2)C1=O (configuration not stated)
→ i	i	5	i	-15	-14	i	i	i	i	i
CCOC(=O)N1CCC(NC(=O)c2cc(C(=O)NC3CCN(Cc4ccccc4)CC3)ccc2CO)CC1
→ i	i	-3	i	-4	-1	i	i	i	i	i
Cc1ccc(N2CCC(N3CCN(C4CCCCC4)C(CCO)C3)CC2)cc1 (configuration not stated)
→ i	i	-4	i	-10	-1	i	i	i	i	i
COCCCN(C(=S)Nc1ccc(OC)cc1)C(C)c1ccncc1 (configuration not stated)
→ i	i	-9	i	-14	0	i	i	i	i	i
COCCNC(=O)CCC(=O)NNc1nc2ccccc2c2nc(-c3ccccc3)nn12
→ i	i	-2	i	-5	4	i	i	i	i	i
COc1ccc(Cn2c(CO)cnc2SCC(=O)Nc2cccc(NC(C)=O)c2)cc1
→ i	i	5	i	-12	-11	i	i	i	i	i
COc1ccc([N+](=O)[O-])cc1NC(=O)CCN1CCN(CCO)CC1
→ i	i	-4	i	-4	9	i	i	i	i	i
O=C(NC(=S)Nc1nc2ccccc2s1)c1ccco1
→ i	i	3	i	9.2*	-1	i	i	34*	i	i
CC(=O)N1CSCC1C(=O)NNS(=O)(=O)c1ccccc1 (configuration not stated)
→ i	i	nt	i	-12	7	i	i	i	i	i
COc1ccc(S(=O)(=O)NCCSc2ccccc2)cc1OC
→ i	i	0	i	-13	-1	i	i	i	i	i

Only part of the results is shown; the hit share may differ from the screen's.
